KDM5B inhibitor: inhibitors of human KDM5B histone demethylase | Q9UGL1 | KDM5B demethylase, FDH-coupled NADH fluorescence (FDH is formaldehyde dehydrogenase) | Potency, µM (titrated, usually from 57.7 µM), for the others: at the top dose activity change, negative = inhibition, actives largely listed as inhibitors | 220,000 compounds, 2.6% hits; active = well fitted inhibition curve with a large enough effect; inconclusive = small, poorly fitted or top-dose-only effect; inactive = no such curve, though single readings can be large or run the other way; note: 0% is about no effect; nearly all actives have a fitted effect of over 70% in size
Target sequence (Q9UGL1 whole entry, looked up): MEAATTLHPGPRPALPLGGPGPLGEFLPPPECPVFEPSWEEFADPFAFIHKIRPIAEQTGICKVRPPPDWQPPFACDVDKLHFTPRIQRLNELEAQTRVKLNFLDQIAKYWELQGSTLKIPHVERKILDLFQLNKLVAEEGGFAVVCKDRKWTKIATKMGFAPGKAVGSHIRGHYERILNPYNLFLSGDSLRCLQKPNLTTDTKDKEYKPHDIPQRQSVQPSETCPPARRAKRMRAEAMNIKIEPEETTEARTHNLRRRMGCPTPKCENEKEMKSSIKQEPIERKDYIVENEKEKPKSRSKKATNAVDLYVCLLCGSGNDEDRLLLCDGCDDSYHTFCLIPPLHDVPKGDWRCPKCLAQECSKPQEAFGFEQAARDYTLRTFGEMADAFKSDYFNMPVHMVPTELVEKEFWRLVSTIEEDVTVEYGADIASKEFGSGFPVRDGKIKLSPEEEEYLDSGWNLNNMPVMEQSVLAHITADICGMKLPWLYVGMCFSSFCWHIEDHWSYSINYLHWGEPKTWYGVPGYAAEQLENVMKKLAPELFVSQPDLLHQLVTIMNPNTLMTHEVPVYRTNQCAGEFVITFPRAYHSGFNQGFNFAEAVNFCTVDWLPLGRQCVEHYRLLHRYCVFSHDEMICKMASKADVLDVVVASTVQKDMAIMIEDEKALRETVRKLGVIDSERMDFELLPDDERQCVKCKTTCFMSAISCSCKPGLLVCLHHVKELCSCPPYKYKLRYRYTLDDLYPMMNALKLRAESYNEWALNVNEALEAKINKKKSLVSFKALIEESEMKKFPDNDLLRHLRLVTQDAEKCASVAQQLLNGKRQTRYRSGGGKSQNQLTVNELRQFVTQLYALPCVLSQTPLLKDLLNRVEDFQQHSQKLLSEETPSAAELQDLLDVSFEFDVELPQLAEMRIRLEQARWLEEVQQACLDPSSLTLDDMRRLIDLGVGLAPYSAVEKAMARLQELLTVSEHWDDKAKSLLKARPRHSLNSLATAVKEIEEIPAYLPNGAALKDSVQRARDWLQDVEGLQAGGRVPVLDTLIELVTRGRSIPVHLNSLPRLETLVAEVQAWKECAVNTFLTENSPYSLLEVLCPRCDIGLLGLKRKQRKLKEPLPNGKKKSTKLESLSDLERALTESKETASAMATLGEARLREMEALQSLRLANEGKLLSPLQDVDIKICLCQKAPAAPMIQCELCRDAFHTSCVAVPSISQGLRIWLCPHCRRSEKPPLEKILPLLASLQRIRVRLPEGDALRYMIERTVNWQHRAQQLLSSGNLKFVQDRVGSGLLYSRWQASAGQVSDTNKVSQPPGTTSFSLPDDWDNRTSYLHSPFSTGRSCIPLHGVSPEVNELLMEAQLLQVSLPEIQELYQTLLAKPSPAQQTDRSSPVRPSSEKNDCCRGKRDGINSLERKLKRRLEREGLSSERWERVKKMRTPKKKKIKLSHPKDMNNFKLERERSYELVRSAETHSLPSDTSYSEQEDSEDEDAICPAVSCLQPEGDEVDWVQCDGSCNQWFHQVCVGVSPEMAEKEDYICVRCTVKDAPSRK
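Measured: NADH fluorescence change, 30 min, RT. System: KDM5BΔAP 200 nM final, H3K4me3 peptide, α-KG, Fe(II), ascorbate, NAD⁺ plus FDH, pH 7.5 HEPES. Compounds: titrated, 10 min pre-incubation with enzyme.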
Active calls of the source: *; ? = inconclusive; & = joins results of further samples; [ ] = another dose, or the depositor's remark. Potency is the fitted concentration of half-maximal effect. This is a subset; the hit share may differ from the screen's.

KDM5B inhibitor | smiles
? | Cc1ccc(CN2CCN(C3CCN(C(=O)Nc4ccc(C)cc4Cl)CC3)C(=O)C2=O)cc1
-5.1% | O=C(O)c1nccnc1C(=O)O
? | CCCN1C(=O)c2[nH]nc(-c3cccc(OC)c3)c2C1c1ccccn1 (stereo not given)
89.1µM* | O=C(c1ccccc1)N1CCC2(CC1)NCc1ccccc1NC2=O
? | Cc1cccc(NC(=O)CSc2nc3n[nH]c(C)c3c(=N)n2-c2cccc(Cl)c2)c1
0.6% | COCCCn1c(C)cc(C(=O)Cn2nc(C(=O)O)c3ccccc3c2=O)c1C
12.4% | O=C(CCC1CCN(Cc2ccc(OCCO)cc2)CC1)Nc1ccccc1Cl
-18.1% | COCCOC1CN(C2CCN(C(=O)NC(C)(C)C)CC2)C12CCCCC2 (stereo not given)
8.8% | CCC(C)Nc1nc2c(c(=O)n(C)c(=O)n2C)n1C(C)C (stereo not given)
-13.3% | Cc1cnc(C(=O)NC2C[C@H]3CC[C@@H](C2)N3C(=O)c2ccc(C)c(F)c2)cn1 (stereo not given in full)
-7.4% | Cc1ccc(/C(O)=C2\C(=O)C(=O)NC2c2ccccc2)cc1 (stereo not given)
? | CN(C)CCN(C(=O)c1ccc(S(=O)(=O)N(C)c2ccccc2)cc1)c1nc2cc3c(cc2s1)OCCO3
-15.5% | CCn1ccnc1CN(C)Cc1cn(Cc2ccccc2)nc1-c1cc2ccccc2o1
-8.6%[86.2 µM] | O=C1CN(Cc2cccs2)CCN1c1ccc(Cl)nn1
126µM* | COc1ccc2c(c1)CCCN2C1CNC1
-1.9% | COc1cccc(C(=O)N2N=C(c3ccccn3)CC2(O)C(F)(F)F)c1 (stereo not given)
-17.6% | Cc1ccc(S(=O)(=O)N2CCC(C(=O)Nc3ccc(C)c(Cl)c3)CC2)cc1
-9.7% | O=C(c1cc(-c2ccccc2)n[nH]1)N1CCN(C(=O)c2ccc(Br)o2)CC1
25.1µM* | COc1ccccc1CNC(=O)C[C@@H]1c2nc(-c3cccnc3)sc2C[C@@H]2[C@](C)(CO)[C@H](O)CC[C@]21C
18.0% | Cc1cccc(OCCc2noc(C3CCN(C(=O)c4n[nH]c(=O)c5ccccc45)C3)n2)c1 (stereo not given)
26.1% | CC(C)Oc1ccc2c(NC(=O)c3ccon3)nn(CC(F)(F)F)c2c1
-23.6% | CCS(=O)(=O)N1CC(=O)N(c2ccc(Cl)cc2)C(C)(C(=O)NC2CCCCCC2)C1 (stereo not given)
? | CCN1c2cc(C(=O)Nc3ccc(OC(F)(F)F)cc3)ccc2C(=O)N2CCCC21 (stereo not given)
9.5% | CCOc1cc(/C=C2/NC(=O)NC2=O)cc(Cl)c1O

6 compounds already listed, arranged by formula weight, lowest first.
KDM5B inhibitor | smiles
9.5% | CCOc1cc(/C=C2/NC(=O)NC2=O)cc(Cl)c1O
-8.6%[86.2 µM] | O=C1CN(Cc2cccs2)CCN1c1ccc(Cl)nn1
-1.9% | COc1cccc(C(=O)N2N=C(c3ccccn3)CC2(O)C(F)(F)F)c1 (stereo not given)
? | CCN1c2cc(C(=O)Nc3ccc(OC(F)(F)F)cc3)ccc2C(=O)N2CCCC21 (stereo not given)
-15.5% | CCn1ccnc1CN(C)Cc1cn(Cc2ccccc2)nc1-c1cc2ccccc2o1
18.0% | Cc1cccc(OCCc2noc(C3CCN(C(=O)c4n[nH]c(=O)c5ccccc45)C3)n2)c1 (stereo not given)

(continued)
KDM5B inhibitor | smiles
1.5% | CCC1(N2CCN(C)CC2)CCN(S(=O)(=O)c2ccccc2)C1 (stereo not given)
20.7% | COCCNC(=O)C1COC2(CCN(C(=O)c3ccc(OC)cc3)CC2)N1C(=O)c1ccccc1C (stereo not given)
21.3% | Cc1ccc(C(=O)N/N=C/c2cccc(C)c2)cc1
? | CCN(CC)CCNC(=O)Cn1ncc2c3ccccc3n(Cc3ccccc3C)c2c1=O
? | COc1ccc2nc(NC(=O)c3cccs3)sc2c1
16.7% | COc1ccc(CCC(=O)N2C[C@@H](CO)[C@H](c3nc(C)no3)C2)cc1
-24.3% | CCc1ccc(S(=O)(=O)c2c[nH]c3cc(OC)c(OC)cc3c2=O)cc1
21.4% | CCOC(=O)c1ccc(NC(=S)NCCNC(C)=O)cc1
? | Cn1nc(-c2ccccc2F)c2cc(C(=O)NCc3ccc(Cl)cc3)sc21
-17.7% | COc1ccc(CNc2n[nH]c(-c3ccco3)n2)cc1OC
-23.1% | O=C(NCc1ccc(S(=O)(=O)N2CCOCC2)cc1)c1ccc(Cl)cc1O
1.1% | Cc1cc(F)ccc1NC(=O)c1ccn(Cn2nnc(-c3ccccc3)n2)n1
2.0% | Cc1ccc(NC(=O)C(=O)c2c[nH]c3ccccc23)cc1F
-8.6% | Cc1ccc2nc(C(=O)N3CCN(c4ccccc4F)CC3)cn2c1
-3.4% | CCc1ccc(NC(=O)Cn2nc(-c3ccc(C)c(S(=O)(=O)N4CCOCC4)c3)ccc2=O)cc1
? | CCOCCCn1c(=N)c(C(=O)NC(C)c2ccccc2)cc2c(=O)n3cc(C)ccc3nc21 (stereo not given)
-28.8% | O=C(Cn1c(=O)n(Cc2ccc(F)cc2)c(=O)c2sc3ccccc3c21)NCc1ccccc1Cl
-10.3% | Cc1cccc(NC(=O)CSc2ncc3c(n2)-c2ccccc2N(Cc2ccc(F)cc2)S3(=O)=O)c1C
-8.1% | O=C(CSc1nc2c([nH]c3ccccc32)c(=O)n1-c1ccccc1)Nc1ccccc1C(F)(F)F
15.6% | O=C(CCNS(=O)(=O)/C=C/c1ccccc1)Nc1ccc(Cl)cc1Cl
-2.7% | CN(Cc1cnn(C)c1)C(=O)c1csc2nc(-c3cccc(C(F)(F)F)c3)cn12
-13.6% | O=C(Nc1ccccc1)N1CCOC(CN(C(=O)c2ccco2)C2CCCC2)C1 (stereo not given)
9.8% | C=CCNC(=O)CCC1NC(=O)N(CCc2c[nH]c3ccc(F)cc23)C1=O (stereo not given)
-26.2% | COc1ccc(CNC(=O)Cn2cccc2C(=O)c2ccccc2C)cc1
20.2% | COc1ccc(CNC(=O)CN2C(=O)NC(C)(c3cccc4ccccc34)C2=O)cc1OC (stereo not given)
-21.2% | Cc1cccc(CCNC(=O)CCc2c(C)nc3c(c(C)nn3-c3ccccc3)c2C)c1
15.3% | Cc1ccc2oc(-c3ccc(Cl)cc3Cl)cc(=O)c2c1
6.2% | O=C(c1cnccn1)N1CCCC(n2cc(-c3nc(-c4ccccc4)no3)nn2)C1 (stereo not given)
-1.8%[86.2 µM] | COc1ccc(CN2C(=O)CO[C@H]3CN(CC4CC4)C[C@H]32)cc1
0.2%[86.2 µM] | Oc1ccccc1CNC1(Cc2cc(-c3ccccn3)on2)COC1
-0.5% | COc1cc(OC)c(C(=O)OCC(=O)NC2CCCC2)cc1OC
6.3% | CCCCOc1cccc(C(=O)Nc2ccc(OCCC)c3ncccc23)c1
16.7% | COc1ccc(NC(=O)c2csc3c2CCCCC3)cc1
-14.2% | COc1ccc(-c2noc(CC(=O)Nc3ccc(F)cc3F)n2)cc1
? | O=C(NCc1cc2ccccc2[nH]1)c1cn[nH]n1
8.8% | O=C(O)C(c1c[nH]c2ccc(CO)cc12)N1CCN(CCNc2cc(=O)oc3ccccc23)CC1 (stereo not given)
-22.5% | Cc1nonc1C1CCCN1C(=O)c1cnc(COc2ccccc2)[nH]c1=O (stereo not given)
-13.1% | COc1ccccc1-c1nnc(SCC(=O)N2CCCCC2)o1
-5.7% | CC(C)C(=O)N1CCc2c(c(-c3nncn3C(C)C)nn2C)C1
? | CCC(CC)C(=O)Nc1ccc(N(C)C)cc1
? | COc1cc(OC)cc(C(=O)/C(=C/c2ccccn2)c2nc3ccccc3o2)c1
18.2% | CCOc1ccc(NC(=O)c2c(-n3cnnn3)sc(C)c2C)cc1
16.8% | Cc1occc1C(=O)N[C@@H]1CN(c2ccncn2)C[C@H]1CN(C)C
5.2% | CC(C)(CNc1ccc(C(F)(F)F)cc1[N+](=O)[O-])N1CCOCC1
-16.6% | Cc1ccc2[nH]c3c(=O)n(CC(=O)N4CCCCC4)ncc3c2c1
2.3% | CC(C)=C(NC(=O)c1ccccc1Br)C(=O)NCCc1nc2ccccc2[nH]1
-25.8% | COc1ccc(Cn2c(CCC(=O)Nc3ccc(C)cc3)nc3cccnc32)cc1
-6.5% | O=C(NCc1ccccc1)C(c1ccco1)N(C(=O)c1ccccn1)c1ccccc1 (stereo not given)
6.9%[115 µM] | CC(=O)Nc1ccc(CN2CCC3(COc4ncccc4[S+](=O)([O-])N3)C2)cc1 (stereo not given)
-26.1% | O=C(NCCC1=CCCCC1)c1ccc2c(c1)N(Cc1ccccc1F)C(=O)c1ccccc1S2(=O)=O
? | CCOC(=O)N1CCN(C(=O)c2c(C)nn(-c3cccc(C)c3)c2-n2cccc2)CC1
? | CCn1c2c(c(=O)n1-c1ccccc1)CCN(Cc1ncccn1)C2
-4.0% | COc1ccc(CC(=O)N2C[C@@H](CO)[C@H](c3ccncc3)C2)cc1OC
? | CCN1c2cc(C(=O)NCc3cccc(OC)c3OC)ccc2C(=O)N2CCCCC21 (stereo not given)
-10.3%[86.2 µM] | CCNC(=O)NC[C@@H]1C=C(C)[C@H](CC(=O)NCCN2CCOCC2)C[C@H]1C(C)C
5.7% | Cc1ccc(SCCC(=O)NNC(=O)c2ccncc2)cc1
? | CN(C)c1nc2c(c(=O)[nH]1)CCN(Cc1cccc(Cl)c1F)CC2
28.9% | CCCc1cc(=O)c2ccc(OC/C(C)=N/O)cc2o1
19.6% | COc1ccccc1N(C(=O)CCl)c1cn(C(C)=O)c2ccccc12
0.9% | CC1(C(=O)N2CCOc3c(O)cc(-c4cccc(Cl)c4)cc3C2)CCCO1 (stereo not given)

Pulled by compound from the entries so far:
KDM5B inhibitor | smiles
-4.0% | COc1ccc(CC(=O)N2C[C@@H](CO)[C@H](c3ccncc3)C2)cc1OC
? | CCOC(=O)N1CCN(C(=O)c2c(C)nn(-c3cccc(C)c3)c2-n2cccc2)CC1

Additional results:
KDM5B inhibitor | smiles
0.1% | Cc1ccc(C)c(C(C)NC(=O)c2cccc(F)c2)c1 (stereo not given)
? | Cc1oc(-c2ccc(C(=O)NCc3ccccc3)cc2)nc1CS(=O)(=O)c1ccccc1
-4.2% | Cc1ccc(NC(=O)CCc2c(C)nc3ncnn3c2C)cc1Cl
-26.9% | CCN(CC)CCNC(=O)c1[nH]c2ccccc2c1Sc1ccc(Cl)cc1
14.7% | COc1ccc(OC)c(CN2CCC3(CCCNC3)C2)c1 (stereo not given)
-4.7% | CCCn1c(-c2ccc(OC(F)F)cc2)nc2c1c(=O)[nH]c(=O)n2Cc1ccccc1
16.2% | Cc1oc(-c2ccccc2)nc1CC(=O)N1CCOCC1(C)C
3.7% | O=C(c1ccc(OC(F)(F)F)cc1)N1CCC([C@@H]2CNC[C@H]2CO)CC1
12.7% | CCCC1c2nccn2CCCN1C(=O)c1conc1C (stereo not given)
-17.5% | COc1ccc(CCNC(=O)CC2CCOCC2)cc1OC
? | CN1CC(=O)N(C2CCNCC2)Cc2c(NCC3CCCCCC3)ncnc21
-4.1% | O=C(CSc1nc(=O)[nH]c2c1CCCC2)Nc1ccccc1C(F)(F)F
? | Cn1nc(C(=O)Nc2sc3c(c2C#N)CCCC3)c(Cl)c1C(F)(F)F
? | O=CN1CCN(C(=O)c2cc(-c3cccs3)nc3ccccc23)CC1
7.8%&-0.4% | Cc1cc(C)c(C)c(OCC(=O)Nc2ccc(S(=O)(=O)Nc3nc(C)cc(C)n3)cc2)c1
9.4% | CCN(CC)S(=O)(=O)c1ccc(C)c(NC(=O)c2ccc(OC(F)F)cc2)c1
12.8% | CCOc1ccccc1/C=C(\C#N)C(=O)NC1CC1
8.8%[149 µM] | COc1ccc(OC2CN(Cc3ccc(F)cc3)C2)cc1
9.2% | COc1ccc(-c2noc(CNC(=O)c3ccoc3C)n2)cc1
-12.4% | O=C(CSc1nc(-c2ccccc2)cc(=O)[nH]1)Nc1ccc(F)c(F)c1
-4.3% | CC(C)COC(=O)C(C)Oc1ccc2c(=O)c(-c3ccccc3)coc2c1 (stereo not given)
-10.1% | CCn1cc2nc(SCC(=O)N3CCCC3)n(Cc3ccc(C)cc3)c(=O)c2n1
-15.1% | CCc1ccc(Nc2c3c(nc4ccccc24)CCCC3)cc1
-25.1% | O=C(Nc1ccccc1)N1CCCN(c2ccc(C(F)(F)F)cn2)CC1

Sorted by the number under KDM5B inhibitor (largest number first): 3 of the compounds above
KDM5B inhibitor | smiles
12.8% | CCOc1ccccc1/C=C(\C#N)C(=O)NC1CC1
9.4% | CCN(CC)S(=O)(=O)c1ccc(C)c(NC(=O)c2ccc(OC(F)F)cc2)c1
-12.4% | O=C(CSc1nc(-c2ccccc2)cc(=O)[nH]1)Nc1ccc(F)c(F)c1

Next structures follow.
KDM5B inhibitor | smiles
-24.6% | CC(C)c1ccc(C(=O)N2CCN(C/C=C/c3ccccc3)CC2)cc1
9.1% | CCOC(=O)CNC(=O)NCc1cccn1Cc1ccccc1
9.7% | Cc1cnc(-c2ccncc2)n1C1CCN(C(=O)C2CC2)CC1
2.4% | CC(C)(C)c1ccc(-c2noc(CNC(=O)CN3C(=O)CNC3=O)n2)cc1
-8.2% | CC1=C(C#N)C(NC(=O)c2ccccc2Cl)(C(F)(F)F)C(=O)N1 (stereo not given)
-10.4% | Cc1oc(-c2ccccc2)nc1CC(=O)Nc1ccccc1Cl
32.1%[activator] | Cc1noc(/C=C/c2ccccc2F)c1S(=O)(=O)N1CCC(C(=O)Nc2ccc(C#N)cc2)CC1
? | Brc1ccc2nc(-c3ccccc3)c(Nc3ccc4c(c3)OCO4)n2c1
-1.7% | CNC(=O)[C@@H]1CN(C(=O)c2ccc(Cl)cc2OC)C[C@H]1c1nc(C)no1
0.5% | C/C(=N/Nc1ccccc1C(F)(F)F)c1ccccc1Br
16.5% | Cc1ncoc1C(=O)N1Cc2ccccc2OC2(CCN(C)CC2)C1
-12.8% | NC(=O)c1ccc(S(=O)(=O)N2CCN(c3nc(-c4cccnc4)nc4ccccc34)CC2)cc1

High-throughput results as filed in PubChem BioAssay.
